# NCOA2 inhibitor = inhibits human steroid receptor coactivator 2; Q15596; HEK293 GAL4-SRC2 luciferase reporter, luminescence; inhibition, % at 9 µM; actives 0.17% (n = 370,000);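 active = inhibition above the mean inhibition of all tested compounds plus 3 SD, set per campaign, cut at about 52% in these data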;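 note: 0% = DMSO treated cells and 100% = cells given Gossypol at 36 µM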
# EBV LMP1 NFkB = reduces LMP1-driven NF-kappaB luciferase signal; AID 504558; actives 0.69% (n = 350,000); inhibition, % at 12.5 µM; LMP1-induced NF-kappaB luciferase reporter cells, luminescence; in the data active = inhibition above about 41%;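 note: 0% = neutral control wells and 100% = reference inhibitor control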
# TWEAK Fn14 block = blocks TWEAK-Fn14 interaction in a reporter cell assay | TWEAK-stimulated Fn14 reporter cells, luciferase luminescence, 8 h | inhibition, % at 10 µM | actives 2% (n = 360,000) | AID 1159606; in the data active = inhibition above about 50%
# CF NFkB inh = blocks PAF-induced NF-kB reporter in cystic fibrosis cells; KKLEB NF-kB-GFP reporter, GFP fluorescence overnight; inhibition, % at 5 µM; actives 0.86% (n = 360,000);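 active = at least 50% inhibition at 5 µM, scaled per plate between neutral and stimulator controls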;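 note: PAF is a Pseudomonas aeruginosa culture filtrate used as stimulus; plate controls were PAF-stimulated DMSO wells for no effect and unstimulated DMSO wells for full effect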
# TROY NFkB inh = inhibitors of TROY-dependent NF-kB signaling; Q293 LMP1-TROYcd NF-kB luciferase reporter, 4 h; inhibition, % at 10 µM; actives 0.98% (n = 360,000);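 active = compounds whose plate-normalised and pattern-corrected inhibition of the luciferase reporter signal at the single screening dose is 50% or more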
# COUP-TFII inh = inhibitors of human COUP-TFII (NR2F2); P24468; AID 686940; HEK293T NGFI-A luciferase reporter, luminescence; actives 0.7% (n = 370,000); inhibition, % at 8.6 µM;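 active = inhibition above a per-plate cutoff, mean inhibition of test wells between control levels plus 3 SD, cut at about 38% in these data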;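 note: cells cotransfected with COUP-TFII expression vector driving the NGFI-A reporter; 0% = median of COUP-TF2 test wells and 100% = reporter-only cells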
# Target sequence (P24468 whole entry, looked up): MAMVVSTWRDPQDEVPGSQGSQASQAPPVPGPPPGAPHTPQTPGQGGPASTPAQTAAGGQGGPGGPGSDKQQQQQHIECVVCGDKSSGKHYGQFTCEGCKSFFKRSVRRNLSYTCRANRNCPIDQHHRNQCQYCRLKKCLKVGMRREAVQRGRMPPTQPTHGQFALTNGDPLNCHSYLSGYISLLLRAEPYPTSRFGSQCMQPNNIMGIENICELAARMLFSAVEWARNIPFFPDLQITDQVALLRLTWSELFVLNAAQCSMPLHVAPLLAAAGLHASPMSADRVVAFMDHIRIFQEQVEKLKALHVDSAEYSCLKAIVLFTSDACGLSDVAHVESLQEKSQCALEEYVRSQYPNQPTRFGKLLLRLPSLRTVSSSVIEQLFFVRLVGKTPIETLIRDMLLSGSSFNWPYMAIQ
# NR5A2 inv ag = inverse agonists of human LRH-1 (NR5A2). O00482. HEK293T StAR-luciferase reporter, LRH-1 transfected, 24 h. inhibition, % at 3.6 µM. actives 0.13% (n = 360,000). AID 602396;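 active = inhibition above the mean inhibition of all tested compounds plus 3 SD, cut at about 73% in these data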;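 note: 0% = DMSO wells and 100% = reporter-only cells lacking LRH-1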
# Target sequence (O00482 whole entry, looked up): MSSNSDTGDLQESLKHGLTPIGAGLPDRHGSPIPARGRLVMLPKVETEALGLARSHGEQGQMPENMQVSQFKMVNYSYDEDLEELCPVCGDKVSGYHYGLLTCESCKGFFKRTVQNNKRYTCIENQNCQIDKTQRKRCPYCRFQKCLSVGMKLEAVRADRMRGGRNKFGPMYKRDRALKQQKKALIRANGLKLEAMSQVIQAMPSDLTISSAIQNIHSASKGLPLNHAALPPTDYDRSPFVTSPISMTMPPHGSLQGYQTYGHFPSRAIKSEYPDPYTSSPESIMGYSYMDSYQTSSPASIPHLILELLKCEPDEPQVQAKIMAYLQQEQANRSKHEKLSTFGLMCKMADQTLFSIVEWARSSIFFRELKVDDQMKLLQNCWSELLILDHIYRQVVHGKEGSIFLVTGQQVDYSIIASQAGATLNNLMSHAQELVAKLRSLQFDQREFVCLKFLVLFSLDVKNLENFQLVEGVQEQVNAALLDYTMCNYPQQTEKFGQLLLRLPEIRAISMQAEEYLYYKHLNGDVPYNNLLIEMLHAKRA
# C8 TRAIL sens = caspase-8 TRAIL sensitization; inhibition (viability loss, TRAIL sensitization), % at 10 µM; NB7+C8 cells + TRAIL, ATPlite viability luminescence; actives 1% (n = 360,000);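 active = compounds causing at least 50% loss of cell viability in the single-dose screen, relative to plate controls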
# SRC1 inh = human NCOA1 inhibition | Q15788 | HEK293 GAL4-SRC1 luciferase reporter, luminescence | inhibition, % at 3.6 µM | actives 0.12% (n = 360,000);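 active = inhibition above the campaign mean plus 3 SD, with each screening campaign given its own cutoff, cut at about 60% in these data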;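 note: 0% = DMSO treated cells and 100% = gossypol at 36 µM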
# KKLEB tox = reduces viability of KKLEB cystic fibrosis airway cells. KKLEB CF airway cells viability, ATPlite luminescence, overnight; active compounds read low; cells stimulated with P. aeruginosa culture filtrate. activity change (cytotoxicity), % at 5 µM. actives 0.36% (n = 360,000). AID 602141;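 active = corrected activity change at or below -50% at 5 µM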
# NCOA3 inh = inhibits human SRC3 coactivator; Q9Y6Q9; actives 0.17% (n = 360,000); HEK293 GAL4-SRC3 luciferase reporter, luminescence; inhibition, % at 3.6 µM;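 active = inhibition above a per-campaign cutoff, the mean of all compounds plus 3 SD, cut at about 60% in these data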;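 note: 0% = DMSO-treated cells and 100% = gossypol-treated cells at 36 µM; higher means less SRC3-driven luciferase light from the GAL4 reporter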
# Starred values were filed as active, the others as inactive; . = no result given. Rows are unselected; overall some 4.2% were active at least once.
# The line under a structure holds: NCOA2 inhibitor	EBV LMP1 NFkB	TWEAK Fn14 block	CF NFkB inh	TROY NFkB inh	COUP-TFII inh	NR5A2 inv ag	C8 TRAIL sens	SRC1 inh	KKLEB tox	NCOA3 inh
> Cc1ccc2[nH]c(=O)c(CNC(C)C)cc2c1
→ -7.0	-9.8	11.2	-13.5	-3.6	-1.9	22.4	-9.8	-0.8	2.0	10.4
> O=C(CC(=O)Nc1cccnc1)Nc1cccnc1
→ -8.1	-11.4	13.3	-3.4	-2.6	11.5	13.2	4.8	-5.6	4.6	9.9
> Cc1ccc(C(=O)O/N=C(\c2ccccc2)c2cccnc2)cc1
→ -10.9	-15.3	-4.2	5.5	4.0	-1.2	-11.4	7.1	2.8	6.8	21.5
> O=C(O)c1cc(S(=O)(=O)Nc2ccccc2C(=O)O)ccc1O
→ -0.5	2.8	1.1	1.9	-7.2	-6.7	2.4	19.7	-2.6	2.9	-0.9
> CCOC(=O)c1c(C)[nH]c(C(=O)COC(=O)c2ccccn2)c1C
→ -26.4	12.1	-6.8	6.6	-64.9	7.9	8.8	8.3	-4.8	1.7	-5.2
> CC(C)c1ccccc1NC(=S)NCc1ccccc1F
→ 13.6	-0.1	0.6	-21.3	-5.8	10.0	5.7	-3.4	-2.2	25.3	9.0
> CCc1cccc2c(C(=O)Cn3nnc(-c4ccc(OC)c(OC)c4)n3)c[nH]c12
→ -5.8	-13.8	-18.0	-15.5	25.3	-3.4	-10.1	6.8	-20.5	9.5	4.2
> Cc1ccc(NC(=O)NC2CC(=O)N(c3ccc4c(c3)OCCO4)C2)cc1C (centres undefined)
→ 32.3	17.9	28.2	23.6	-11.8	2.1	30.3	2.5	27.7	-3.2	46.0
> CSc1ccccc1C(=O)OCC(=O)Nc1cccnc1Cl
→ 2.8	-3.8	-5.5	-13.9	-24.0	1.1	3.7	-12.3	-22.6	0.7	7.1
> CCn1c(SCc2nc3sc(C(=O)O)c(C)c3c(=O)[nH]2)nc2ccccc21
→ -2.8	1.9	-7.9	3.2	9.8	-4.0	-5.8	-10.8	-5.1	5.9	-2.9
> COC(=O)c1[nH]c2ccc(C)cc2c1NC(=O)CN1CCN(C(=O)c2ccccc2)CC1
→ -9.3	14.1	15.5	-3.6	10.5	14.7	3.7	-0.4	8.4	2.0	8.1
> Cc1cc(C)cc(OCC(=O)O/N=C(\N)Cc2ccc([N+](=O)[O-])cc2)c1
→ -32.8	.	-9.6	-11.2	-16.9	-7.9	29.2	-6.1	2.6	5.4	15.3
> COCCNC(=O)CSc1ncnc2sccc12
→ -20.6	-0.9	0.2	-2.1	-21.0	8.1	-22.6	0.6	-19.2	-6.4	5.0
> COc1ccc(N(CCC(=O)NCCc2ccccc2)S(=O)(=O)c2ccc(C)cc2C)cc1
→ -30.8	-24.1	-9.4	-31.5	-34.7	-8.4	-11.4	6.1	-36.0	8.3	-12.4
> Cn1c(CCNC(=O)C2CCCCC2)nc2cc(NC(=O)c3cccs3)ccc21
→ 5.4	-7.4	-39.0	-7.4	24.6	-7.0	10.0	6.4	1.0	2.9	5.7
> CN1OC[C@@H]2CN(C(=O)c3cccc4ccccc34)[C@H](c3ccccc3Br)C[C@@H]21
→ -20.8	.	5.5	2.1	7.3	-1.9	-2.2	4.2	10.4	-13.4	-2.1
> Cc1nc(C)c(C(=O)C2=C(O)C(=O)N(CCN3CCOCC3)C2c2ccco2)s1 (centres undefined)
→ -13.2	-2.3	-0.5	0.3	-3.4	-14.7	-3.0	4.9	-76.6	4.2	-4.0
> CCCCn1c(SCC(=O)N2CC(C)CC(C)C2)nc2cc(S(N)(=O)=O)ccc21 (centres undefined)
→ -10.7	6.4	-4.5	0.7	-8.7	-4.1	-21.2	16.9	1.5	-4.8	6.7
> CSc1nc(N(C)NC(=O)c2ccc(F)cc2)c2ccccc2n1
→ -7.1	13.6	1.3	38.7	4.4	-5.3	0.3	-15.7	9.5	-17.9	18.7
> CCOC(=O)c1c(C)[nH]c(C(=O)OCC(=O)N2CCc3ccccc32)c1C
→ -10.0	-9.6	-2.4	7.5	-0.1	-4.8	4.8	19.1	-6.3	1.0	9.6
> COc1ccc(-c2cc3cc4c(cc3cn2)OCO4)cc1
→ -6.2	-16.7	53.6*	-31.0	17.1	-49.4	-147.7	54.5*	-132.9	-14.8	-74.1
> C=CCn1c(=S)sc2c(=O)[nH]cnc21
→ -18.9	.	13.1	11.0	-11.2	10.5	2.2	4.6	9.0	-3.6	3.1
> COCCN(Cc1nc(C2(c3ccc(C)cc3)CCCC2)no1)C(C)C
→ 10.8	0.4	-0.7	-1.9	14.8	1.9	10.9	-13.0	-1.4	-8.4	25.0
> CCCCC1=CC2=CC(=O)C(C)(OC(=O)CC)C(=O)C2=CN1CCc1ccccn1 (centres undefined)
→ -6.1	5.9	-4.8	21.0	1.9	1.3	-11.4	6.3	4.3	-9.4	-2.4
> CC1(C2CC2)NC(=O)N(CC(=O)N2CCN(S(=O)(=O)c3ccc(F)c(F)c3)CC2)C1=O (centres undefined)
→ -20.3	-1.3	-14.1	-8.3	5.5	12.5	-27.1	-10.5	-6.0	2.0	-0.1
> CC(C)CC(=O)NC(=S)NCc1ccccc1
→ 17.4	-3.9	0.1	-7.1	-18.9	-2.4	10.9	1.7	-4.9	-2.8	9.5
> COCCN(C(=O)COC(=O)/C=C/c1cccc(C(F)(F)F)c1)c1c(N)n(CC(C)C)c(=O)[nH]c1=O
→ -15.6	-1.2	-5.5	-8.4	-10.1	1.8	-24.4	-13.4	0.8	12.9	-19.0
> O=C1CS/C(=N\N=C\c2ccccc2Cl)N1CC1CC1
→ -23.4	0.1	-8.6	-12.2	-29.3	1.0	13.3	11.6	13.4	-3.7	11.9
> Cc1cccc(C)c1-n1c(SCC(=O)N2CC(=O)Nc3ccccc32)nc2ccccc2c1=O
→ 7.0	13.5	-3.8	7.7	24.6	-9.8	4.6	-4.6	2.4	-6.9	5.8
> COc1cc(C(=O)N/N=C/c2ccc(OC(=O)N3CCOCC3)cc2)cc(OC)c1OC
→ 11.4	0.2	-17.0	-13.2	-9.6	-2.1	35.0	-5.2	-22.9	22.6	-7.8

# For reference, some entries already given.
# The line under a structure holds: NCOA2 inhibitor	EBV LMP1 NFkB	TWEAK Fn14 block	CF NFkB inh	TROY NFkB inh	COUP-TFII inh	NR5A2 inv ag	C8 TRAIL sens	SRC1 inh	KKLEB tox	NCOA3 inh
> COCCN(Cc1nc(C2(c3ccc(C)cc3)CCCC2)no1)C(C)C
→ 10.8	0.4	-0.7	-1.9	14.8	1.9	10.9	-13.0	-1.4	-8.4	25.0
> CCCCC1=CC2=CC(=O)C(C)(OC(=O)CC)C(=O)C2=CN1CCc1ccccn1 (centres undefined)
→ -6.1	5.9	-4.8	21.0	1.9	1.3	-11.4	6.3	4.3	-9.4	-2.4

# (cont.)
# The line under a structure holds: NCOA2 inhibitor	EBV LMP1 NFkB	TWEAK Fn14 block	CF NFkB inh	TROY NFkB inh	COUP-TFII inh	NR5A2 inv ag	C8 TRAIL sens	SRC1 inh	KKLEB tox	NCOA3 inh
> CCCOc1ccc(CNC(=O)Cc2cccs2)cc1
→ -28.2	28.8	-2.1	6.6	-34.0	-25.9	-46.4	-7.7	-73.8	-3.7	-50.8
> CCOc1ccccc1/C=C/c1onc(C)c1S(=O)(=O)N1CCC(C(=O)NC)CC1
→ 25.4	-2.1	-22.9	-21.2	-19.8	14.2	3.5	-10.9	4.7	6.9	-0.3
> O=C1c2ccccc2C(=O)C1c1ccccc1F
→ -3.2	2.9	-5.6	3.8	-13.9	4.0	-4.8	32.4	5.2	12.0	-9.2
> CN(C)C(=O)CSc1nc2ccc(C(=O)c3ccccc3)cc2[nH]1
→ 1.1	-11.3	-14.9	-6.5	-32.5	-5.5	-7.1	-8.5	-26.9	5.7	-10.8
> Cn1nc(C(F)(F)F)c(C(=O)Nc2ccc(F)cc2F)c1Sc1ccc(Cl)cc1
→ 10.4	-0.3	23.9	-1.3	3.1	6.4	2.0	-8.2	-2.0	3.1	9.5
> CCOC(=O)c1[nH]c(C)c(C(=O)OCC(=O)NC(=O)NC(C)(C)C)c1C
→ -15.0	3.4	-10.7	3.9	-37.8	2.9	3.5	4.1	-11.3	2.9	2.0
> CCCn1c2ccccc2c2cnn(CC(=O)NC3CCCCC3)c(=O)c21
→ -3.4	-2.6	-1.9	-4.9	-20.0	2.1	8.6	-4.0	-36.2	11.1	-8.8
> COc1ccc(-c2ccc(CCC(=O)O)n2C(C)C)cc1
→ 13.3	3.9	-7.7	7.3	2.1	-1.8	5.3	3.4	2.5	5.4	12.2
> O=C(Nc1ccccc1N1CCOCC1)c1ccc([N+](=O)[O-])s1
→ -40.0	-1.7	16.1	37.0	-18.5	5.5	29.9	38.0	-1.5	7.9	7.7
> O=C(c1ccc2c(=O)n(-c3ccccc3)c(=S)[nH]c2c1)N1CCCCC1
→ 12.4	13.8	6.5	0.8	0.0	36.8	20.9	8.5	13.2	9.7	25.8
> CSc1ccccc1NC(=O)CN(C)C(C)C(=O)NCc1ccc2c(c1)OCO2 (centres undefined)
→ -16.9	-3.5	10.3	-26.0	-13.3	-0.2	1.2	-1.6	-6.3	4.0	-14.7
> N=c1c2c(-c3ccccc3)c(-c3ccccc3)n(Cc3ccccc3)c2ncn1CCCO
→ -61.6	8.1	-36.6	-5.5	-7.2	20.8	40.3	-8.5	48.1	1.1	62.7*
> COc1cccc(C(=O)NNC(=O)c2ccccc2-n2cccc2)c1
→ -24.3	11.4	-11.0	2.0	9.7	5.8	9.4	-0.8	2.7	12.5	2.9
> Cc1cccn2c(=O)nc(SCC(=O)N3N=C(c4cccs4)CC3c3ccc(F)cc3)nc12 (centres undefined)
→ -7.0	-8.6	-6.4	-22.2	1.9	-16.3	7.8	-1.4	-10.4	1.4	17.3
> Cc1ccccc1N1C(=O)C2ON(c3ccccc3)C(c3ccco3)C2C1=O (centres undefined)
→ 2.7	3.0	4.6	-2.9	0.3	8.2	6.3	-10.4	2.6	-8.0	16.1
> O=C(Cc1ncc(C(F)(F)F)cc1Cl)N1CCN(c2ccccn2)CC1
→ 8.8	1.8	-2.0	3.1	-8.0	-5.9	-12.4	-5.4	8.7	2.8	9.4
> Cc1ccc(-n2ncc3c(=O)n(Cc4cccnc4)cnc32)cc1
→ -5.4	-0.8	8.4	0.6	-8.5	9.7	-10.9	5.4	-10.8	-24.0	-6.8
> Nc1ncccc1C(=O)OCC(=O)N1CCN(S(=O)(=O)c2ccc(Cl)cc2)CC1
→ 42.3	7.5	43.1	44.1	10.6	14.2	6.4	-2.9	24.7	-25.8	34.7
> O=C(NC1CC1)c1ccc2c(Cl)c3c(nc2c1)CCCC3
→ -6.2	-15.0	-90.6	-10.0	-45.7	-5.9	-51.4	-8.7	-42.6	4.0	-19.4
> O=C(NCCCN1CCOCC1)c1cccc(NC(=O)c2ccccc2)c1
→ -3.5	4.1	10.6	2.9	14.2	22.5	-1.4	-3.1	-3.2	29.7	-0.6
> CC1CCN(C(=O)COC(=O)c2ccc(Br)o2)CC1
→ -23.3	-16.5	0.9	6.4	-56.0	-22.0	-3.9	5.7	-17.9	-10.2	-9.9
> COC(=O)CCSCC(=O)Nc1cc(C)on1
→ -20.7	0.6	-10.8	8.8	-16.4	3.3	3.4	15.6	-1.4	-0.9	-17.5

# Source: PubChem BioAssay (several laboratories)
